SUMO1 PPI mod = modulators of SUMO1 protein-protein interactions, primary screen, biochemical, uHTS. 360,000 tested, 0.33% active. inhibition, % at 20 µM. SUMO1 binding to a labelled peptide, TR-FRET, 1 h. AID 602429, 2012. Small ubiquitin-related modifier 1 (Homo sapiens), P63165; in the data active means inhibition above about 37%
CSN deneddyl inh = inhibitors of CSN-mediated cullin deneddylation, primary screen, biochemical, fluorescence polarization, uHTS | Purified CSN, SCF-Nedd8-OG deneddylation | 360,000 tested, 0.38% active | COP9 signalosome complex subunit 5 (Homo sapiens), Q92905 | inhibition, % at 12.5 µM;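 active means pattern-corrected inhibition above about 35%, with an unprinted fluorescence ratio check between 0.5 and 1.5, limit read from the data, passing the limit was not always enough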;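 further: 0% = enzyme with substrate and 100% = substrate without enzyme; some results filed as inactive read as strong as hits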
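Assay system: purified human Csn5 enzyme expressed in HEK293T cells; Input: 0.24 nM Csn5 enzyme, final concentration; Reagent: 10 nM SCFSkp2-Nedd8OG; Compound dosing: 12.5 µM single point; Times: reaction 90 min, room temperature; Technique: fluorescence polarization readout.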
STEP inh = STEP phosphatase inhibitors, primary screen, biochemical, fluorescence intensity, uHTS; recombinant STEP, OMFP fluorogenic substrate; AID 588621, 2011; 360,000 tested, 0.25% active; Tyrosine-protein phosphatase non-receptor type 5 (Homo sapiens), P54829; inhibition, % at 20 µM;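 active means inhibition at 20 µM, scaled per plate between control wells, above about 37%, limit read from the data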;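 further: 0% = DMSO with enzyme and substrate and 100% = substrate only without enzyme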
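System: isolated STEP enzyme; schedule: 20 min enzyme reaction at room temperature, protected from light; medium: Bis-Tris buffer pH 6.0, 2.5 mM DTT, 0.005% Tween 20; signal: fluorescence, 480/540 nm; dosing: single compound dose of 20 µM, 1% DMSO final; also added: OMFP substrate, 25 µM final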
LMPTP block = LMPTP phosphatase inhibitors, primary screen, biochemical, fluorescence intensity, uHTS. Low molecular weight phosphotyrosine protein phosphatase (Homo sapiens), P24666. recombinant LMPTP-A, OMFP fluorogenic substrate. inhibition, % at 20 µM. 360,000 tested, 0.22% active. AID 651560, 2012;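 active means compounds that cut the enzyme signal by at least half of the control window in the single-dose screen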;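 further: plate controls were DMSO wells with enzyme plus substrate for no effect and substrate without enzyme for full effect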
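Test system – LMPTP-A enzyme · Amount – LMPTP-A at 0.625 nM final in the reaction · Buffer or medium – Bis-Tris pH 6.0, DTT, detergent · Reagent – OMFP 400 µM · Doses – single 20 µM dose · Schedule – reaction 50 min, room temperature, dark · Detection – fluorescence intensity of OMFP turnover product · Evaluation – percent inhibition versus substrate-only and uninhibited controls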
NadD inh = inhibitors of S. aureus NadD, primary screen, biochemical, colorimetric, uHTS. Nicotinate-nucleotide adenylyltransferase NadD (Staphylococcus aureus N315). purified NadD enzyme, colorimetric absorbance read-out. inhibition, % at 20 µM. 360,000 tested, 0.78% active. AID 602399, 2012; in the data active means inhibition above about 26%; further: some compounds past the cut are filed as inactive
Scp1 inh = Scp-1 phosphatase inhibitors, primary screen, biochemical, colorimetric, uHTS | Recombinant Scp1, phosphopeptide, malachite green phosphate absorbance | inhibition, % at 20 µM | AID 493091, 2011 | 340,000 tested, 0.88% active;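 active means inhibition above about 50% at 20 µM, limit read from the data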;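 further: plate controls were DMSO wells with enzyme for no effect and wells lacking enzyme for full effect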
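Times: enzyme reaction 45 min at room temperature, colour 5 min, stabilisation 30 min. Material: SCP-1 catalytic fragment, aa 76-261. Medium: Acidic Tris acetate buffer with magnesium and detergent. Signal: colorimetric free-phosphate detection, absorbance 630 nm. Read-out basis: % inhibition of SCP-1 phosphate liberation. Reagent: Phosphorylated 17-residue peptide substrate.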
DNMT1 inh = human DNMT1 methyltransferase inhibitors, primary screen, biochemical, molecular beacon, fluorescence, HinP1I cleavage, uHTS. DNA (cytosine-5)-methyltransferase 1 (Homo sapiens), P26358. inhibition (reported as % activation of signal), % at 10 µM. 360,000 tested, 0.83% active. AID 588458, 2011; in the data active means inhibition above about 50%
Neddyl block = inhibitors of cullin neddylation, primary screen, biochemical, TR-FRET, uHTS, NAE and Ubc12; AID 651699, 2012; NEDD8-conjugating enzyme Ubc12 (Homo sapiens) + NEDD8-activating enzyme E1 regulatory …; 360,000 tested, 0.58% active; calls only at 25 µM; in the data active means inhibition above about 36%
Rpn11 inh = Rpn11 (PSMD14) deubiquitinase inhibitors, primary screen, biochemical, fluorescence polarization, uHTS | 360,000 tested, 0.59% active | 26S proteasome non-ATPase regulatory subunit 14 (Homo sapiens), O00487 | calls only at 20 µM | AID 588493, 2011 | human 26S proteasome, Ub4-pepOG fluorescence polarization; 20S core pre-blocked with epoxomicin;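 active means inhibition at 20 µM, scaled to each plate's controls, above about 33%, limit read from the data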
Rin1-Abl PPI inh = inhibitors of Rin1-Abl protein binding, primary screen, biochemical, TR-FRET. inhibition, % at 7.35 µM. 360,000 tested, 0.4% active; in the data active means inhibition above about 5%, passing the limit was not always enough
Target sequence (P00519 whole entry, looked up): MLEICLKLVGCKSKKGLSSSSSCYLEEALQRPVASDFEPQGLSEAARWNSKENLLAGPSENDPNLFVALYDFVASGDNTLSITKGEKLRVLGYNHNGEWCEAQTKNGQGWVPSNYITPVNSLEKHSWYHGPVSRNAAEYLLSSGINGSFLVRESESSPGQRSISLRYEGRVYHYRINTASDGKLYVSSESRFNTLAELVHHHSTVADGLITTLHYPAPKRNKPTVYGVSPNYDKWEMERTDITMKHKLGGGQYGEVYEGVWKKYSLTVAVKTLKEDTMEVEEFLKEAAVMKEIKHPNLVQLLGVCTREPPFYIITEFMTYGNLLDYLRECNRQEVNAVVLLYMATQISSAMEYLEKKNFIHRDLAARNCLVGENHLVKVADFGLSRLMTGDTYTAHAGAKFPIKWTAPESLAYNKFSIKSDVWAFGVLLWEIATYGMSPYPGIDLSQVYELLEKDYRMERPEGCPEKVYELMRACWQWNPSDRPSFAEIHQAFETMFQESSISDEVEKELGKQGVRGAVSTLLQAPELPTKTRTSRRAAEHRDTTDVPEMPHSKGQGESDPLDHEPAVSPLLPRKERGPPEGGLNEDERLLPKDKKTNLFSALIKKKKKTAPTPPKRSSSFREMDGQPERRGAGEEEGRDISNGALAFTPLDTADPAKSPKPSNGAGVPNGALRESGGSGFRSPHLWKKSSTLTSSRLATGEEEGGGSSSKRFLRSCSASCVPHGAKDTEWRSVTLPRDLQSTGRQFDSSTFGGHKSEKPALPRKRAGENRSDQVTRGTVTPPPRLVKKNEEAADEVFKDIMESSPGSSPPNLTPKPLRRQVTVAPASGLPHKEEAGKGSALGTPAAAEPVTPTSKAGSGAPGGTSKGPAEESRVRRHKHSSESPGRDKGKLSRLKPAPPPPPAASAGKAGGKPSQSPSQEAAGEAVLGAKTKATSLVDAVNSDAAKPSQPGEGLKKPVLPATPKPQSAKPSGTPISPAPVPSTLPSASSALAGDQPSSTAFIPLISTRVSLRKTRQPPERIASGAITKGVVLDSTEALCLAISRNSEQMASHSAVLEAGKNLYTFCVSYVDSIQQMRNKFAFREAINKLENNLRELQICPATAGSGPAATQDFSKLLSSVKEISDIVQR
Target sequence (Q13671 whole entry, looked up): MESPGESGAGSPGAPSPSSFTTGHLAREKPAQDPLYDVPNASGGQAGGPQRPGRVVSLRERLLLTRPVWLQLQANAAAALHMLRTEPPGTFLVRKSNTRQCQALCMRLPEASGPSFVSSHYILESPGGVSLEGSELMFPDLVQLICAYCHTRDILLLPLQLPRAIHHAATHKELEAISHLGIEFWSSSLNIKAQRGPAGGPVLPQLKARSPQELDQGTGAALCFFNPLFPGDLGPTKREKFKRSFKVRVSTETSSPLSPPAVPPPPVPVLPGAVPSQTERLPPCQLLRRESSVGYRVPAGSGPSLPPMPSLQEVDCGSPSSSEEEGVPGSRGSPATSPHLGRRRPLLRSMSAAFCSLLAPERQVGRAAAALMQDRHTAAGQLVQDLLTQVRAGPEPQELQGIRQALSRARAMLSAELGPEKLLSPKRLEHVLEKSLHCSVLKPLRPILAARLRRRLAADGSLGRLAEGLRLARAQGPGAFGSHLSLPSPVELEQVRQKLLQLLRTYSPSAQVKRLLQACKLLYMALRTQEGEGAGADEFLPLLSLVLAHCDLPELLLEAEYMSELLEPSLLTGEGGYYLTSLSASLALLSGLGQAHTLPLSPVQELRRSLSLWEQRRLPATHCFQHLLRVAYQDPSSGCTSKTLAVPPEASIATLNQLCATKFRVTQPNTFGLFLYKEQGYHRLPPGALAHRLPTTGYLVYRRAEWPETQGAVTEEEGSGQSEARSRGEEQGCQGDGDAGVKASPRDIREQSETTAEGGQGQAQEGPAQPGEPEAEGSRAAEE
Starred values were filed as active, the others as inactive; i = inactive; / = not tested or not shown.

SUMO1 PPI mod,CSN deneddyl inh,STEP inh,LMPTP block,NadD inh,Scp1 inh,DNMT1 inh,Neddyl block,Rpn11 inh,molecule,Rin1-Abl PPI inh
2,1,0,-3.3,1,16,6,i,i,COCc1cc(C)nc(N2CCN(Cc3ccccc3)CC2)c1C#N,-1
-56,4,-3,-9.1,0,-4,-9,i,i,CN1CCN(S(=O)(=O)c2cccc(C(=O)NCCC3=CCCCC3)c2)CC1,6
-4,-3,2,-0.7,1,-4,1,i,i,O=C1CCCN1CCC1CCN(C2CC(=O)N(c3ccc(F)cc3)C2=O)CC1 (stereo not given),-2
3,4,1,-0.7,-4,-9,3,i,i,CCc1nnc(NC(=O)c2ccc(COc3ccccc3Cl)o2)s1,1
-16,1,0,2.8,-34,-11,-2,i,i,N#Cc1c(N2CCSCC2)nsc1-c1ccccc1Cl,-3
-2,4,-4,-0.8,-8,-7,-4,i,i,O=C1C2C3C=CC(C4CC34)C2C(=O)N1c1cc(Cl)ccn1 (stereo not given),2
0,-2,2,-1.0,4,6,4,i,i,Cc1nnc(SCC(=O)N(CCC#N)c2ccc3c(c2)OCCO3)s1,5
1,-2,-3,-0.4,2,1,1,i,i,CCOC(=O)c1cc(NC(=O)c2ccco2)ccc1N1CCOCC1,-3
-2,-3,2,-0.9,-2,-8,-7,i,i,Cc1nn(CCC#N)c(N)c1C1(O)C(=O)Nc2c(Cl)cc(Cl)cc21 (stereo not given),-2
-6,-4,0,-1.8,-4,-10,4,i,i,COc1ccc2cc(C(=O)N(C)Cc3ccccc3)[nH]c2c1,-1
0,-3,-3,-1.1,10,-21,0,i,i,COCCN(C(=O)C(=O)NC1CCCC1)C(C(=O)NC1CCCC1)c1ccccc1F (stereo not given),0
-22,-1,3,-0.7,-5,/,1,i,i,CC(=O)c1sc(Nc2ccccc2)nc1C,-4
2,-8,1,-1.7,0,-3,1,i,i,Cc1ccc(CCNS(=O)(=O)c2cc(Br)cnc2N)cc1,-1
0,-3,1,4.1,2,5,-1,i,i,O=C(c1cccc(S(=O)(=O)N2CCCc3ccccc32)c1)N1CCN(c2ccccc2)CC1,2
-2,5,-1,1.5,-5,-10,-4,i,i,COC(=O)c1ccc(S(=O)(=O)c2ccc(Cl)cc2)c(N)c1,2
-4,-1,0,-3.7,11,-4,0,i,i,CCc1ccc(-n2c(SCC(=O)Nc3cc(C)[nH]n3)nc3[nH]ncc3c2=O)cc1,-1
7,0,2,1.3,1,/,7,i,i,C=CC[C@H]1C(C(=O)OCC)=CC[C@@H](c2ccccc2)N1S(=O)(=O)c1ccc(C)cc1,4
-3,-1,1,-1.7,-2,-5,0,i,i,CCC(C)NC(=O)N[C@@H](CCSC)C(=O)O (stereo not given in full),1
4,0,0,2.5,0,1,-13,i,i,O=C(NCC1CCCCC1)c1cccc(-c2ccc(O)cc2)c1,2
-2,0,-4,-1.0,-4,5,0,i,i,O=C(CN(c1ccc(F)cc1)S(=O)(=O)c1ccc2c(c1)OCCO2)NCc1ccncc1,3

A second format for 4 compounds above:
SUMO1 PPI mod | CSN deneddyl inh | STEP inh | LMPTP block | NadD inh | Scp1 inh | DNMT1 inh | Neddyl block | Rpn11 inh | Rin1-Abl PPI inh | Compound
2 | -8 | 1 | -1.7 | 0 | -3 | 1 | i | i | -1 | Cc1ccc(CCNS(=O)(=O)c2cc(Br)cnc2N)cc1
-22 | -1 | 3 | -0.7 | -5 | / | 1 | i | i | -4 | CC(=O)c1sc(Nc2ccccc2)nc1C
-4 | -1 | 0 | -3.7 | 11 | -4 | 0 | i | i | -1 | CCc1ccc(-n2c(SCC(=O)Nc3cc(C)[nH]n3)nc3[nH]ncc3c2=O)cc1
-2 | 0 | -4 | -1.0 | -4 | 5 | 0 | i | i | 3 | O=C(CN(c1ccc(F)cc1)S(=O)(=O)c1ccc2c(c1)OCCO2)NCc1ccncc1

Additional compounds follow:
SUMO1 PPI mod,CSN deneddyl inh,STEP inh,LMPTP block,NadD inh,Scp1 inh,DNMT1 inh,Neddyl block,Rpn11 inh,molecule,Rin1-Abl PPI inh
-4,-19,2,-1.9,-7,0,4,i,i,CC1(C)CCCC(C)(C)N1CC(O)COCCOc1ccc(Br)cc1 (stereo not given),-1
7,2,-3,4.8,-1,13,-5,i,i,Cc1cc2c3c([nH]c2cc1S(=O)(=O)NCc1ccc(CN2CCCCCC2)o1)CCCC3=O,3
5,-2,2,3.0,-1,51*,-3,i,i,CC(=O)Nc1ccc(NC(=O)CSc2ccc(-c3ccco3)nn2)cc1,-2
-1,-4,2,0.2,-3,-1,1,i,i,CCN(C(=O)CSc1nnc(-c2ccccc2F)n1N)c1c(N)n(Cc2ccccc2)c(=O)[nH]c1=O,2
3,-8,0,-6.1,-6,-8,0,i,i,CN1CCC(N(C)C(=S)Nc2ccc(SC(F)F)cc2)CC1,1
-24,-10,-3,-3.1,-7,-5,2,i,i,O=C(Nc1ccccn1)c1ccc([N+](=O)[O-])cc1Cl,1
2,3,2,-2.3,-5,1,-2,i,i,COc1ccccc1-n1cn[nH]c1=S,-1
3,2,6,-0.2,0,-8,0,i,i,COc1ccc(CC(=O)Nc2c3c(nn2C(C)(C)C)CS(=O)(=O)C3)cc1,6
0,2,-1,-0.2,-4,-7,0,i,i,Cn1c(CC(=O)Nc2ccc(Cl)cc2)nnc1SCC(=O)N1CCOCC1,-1
1,-3,-2,2.1,-4,-3,-6,i,i,Cc1csc(CNC(=O)c2ccc(OC3CCN(CCc4ccccc4)CC3)cc2)n1,5
7,-7,3,-1.3,0,-5,1,i,i,COc1ccc(CNC(=O)Cn2ccc3cc(S(=O)(=O)N4CCCC4)ccc32)cc1OC,2
1,1,-2,-2.1,6,-4,3,i,i,CCC1(CC)NC(=O)N(CC(=O)OCC(=O)Nc2cc(OC)ccc2OC)C1=O,4
-3,4,-2,-1.3,-5,-4,1,i,i,Cc1ccc(S(=O)(=O)C(C)C(=O)NCCS(=O)(=O)c2ccc(Cl)cc2)cc1 (stereo not given),9
2,2,-2,-0.9,9,-8,-3,i,i,CCc1ccc(CCC(=O)Nc2nccs2)o1,-3
-10,-2,0,0.1,1,-4,-6,i,i,N#CC1=C(N)C2=CCCC[C@H]2[C@H](c2ccccc2)C1(C#N)C#N,1
4,-2,-5,-1.2,-3,-14,-1,i,i,COCCCNC(=O)Cn1cc(C(C)=O)c2ccccc21,0
7,5,3,0.3,-4,-8,1,i,i,COc1cccc(C(=O)OCCCOC(=O)c2cccc(OC)c2OC)c1OC,-4
0,-7,0,-1.0,7,-8,2,i,i,Cc1ccn2c(=O)nc(SCC(=O)c3ccc(Cl)cc3)nc2c1,2
1,1,-1,1.6,-10,-18,-4,i,i,CCOc1ccccc1NC(=O)CSc1nnnn1-c1ccccc1,0
-4,-1,-1,-1.2,-2,4,3,i,i,COCCNc1nnc(Cc2ccc(OC)c(OC)c2)c(=O)[nH]1,-1
0,-2,-4,-0.9,1,-4,0,i,i,CC(=O)c1ccc(N2CCN(CC(=O)Nc3ccccc3C(=O)NC3CC3)CC2)c(F)c1,3
1,-3,2,0.8,10,1,-1,i,i,CN(C)S(=O)(=O)c1ccc(Nc2ccc(-c3ccc4c(c3)OCCO4)nn2)cc1,0
-2,0,2,-2.7,-4,-17,4,i,i,COc1ccc(S(=O)(=O)N2CCOCC2)cc1OC,1
-28,2,-2,1.1,4,-12,-6,i,i,COc1cc2c(cc1OC)CN(C(=O)/C=C/c1ccccc1[N+](=O)[O-])CC2,-3
-1,1,12,0.3,4,-9,1,i,i,COC(=O)c1cn(-c2ccccc2)c(=O)c2ccccc12,4
-16,10,0,0.9,-5,-3,-6,i,i,c1ccc2oc(-c3csc(NCC4CCCO4)n3)cc2c1 (stereo not given),-5
-3,-5,-3,-1.3,-1,-7,-2,i,i,COc1ccc(C(=O)CN2CCN(c3ccc(F)cc3)CC2)cc1OC,2
-28,5,2,1.2,0,-13,1,i,i,O=C(CCN1C(=O)/C(=C/c2ccccc2Cl)SC1=S)N1CCOCC1,2
-11,2,3,-0.6,0,0,-2,i,i,O=C(Nc1ccc2oc(-c3ccncc3)nc2c1)c1ccccc1F,-2
-1,-7,-3,1.2,-2,4,1,i,i,COc1ccc(S(=O)(=O)NCC2CCCN(C(=O)CN3CCCCC3)C2)cc1 (stereo not given),-1
3,2,2,-0.9,-13,-6,5,i,i,CCCOc1ccc(C(=O)Nc2ccc(S(=O)(=O)N3CCN(C)CC3)cc2)cc1,-1
-1,-1,-3,-0.2,-3,-4,0,i,i,c1ccc(-c2ccnc3ncnn23)nc1,-1
5,0,1,-0.6,-3,-4,-2,i,i,O=C(COc1cccc(C(F)(F)F)c1)Nc1nnc(C2CC2)s1,1

Screening results from PubChem BioAssay.
